# Abeta rescue: A-beta toxicity reversal in yeast; yeast expressing A-beta42, growth rescue, OD600, 48 h; response scale: 0% DMSO, 100% iron-clioquinol control; 0.063% of 410,000 active; Potency, µM (top dose mostly 46.1 µM), for the others: top-dose growth rescue, usual class: activators; note: potency is the fitted concentration of half-maximal effect; nearly all actives have a fitted effect of over 55% in size
#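 Yeast growth medium received pinned compounds, then yeast cells expressing toxic A-beta were added; plates incubated at 30 C for 48 hr. Growth read as absorbance at 600 nm, normalized to DMSO and equimolar FeCl3 plus clioquinol controls.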
# FUS suppressor: suppressors of FUS proteinopathy in yeast | S. cerevisiae FUS-expressing, growth rescue, OD600, 24 h | Potency, µM (highest dose often 76.6 µM), without a hit: at the highest dose growth rescue (activation), hits mostly activators | 0.24% of 390,000 active | AID 1347120;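 note: potency is the fitted concentration of half-maximal effect; plate controls were DMSO vehicle for no effect and reference control for full effect; nearly all actives have a fitted effect of over 55% in size; some results filed as inactive show a strong effect at the top dose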
#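 Cultures pregrown in 2.5% raffinose medium are shifted to minimal medium containing 2% galactose to express toxic FUS. Compounds are tested at several concentrations. After 24hr at 30C, growth is quantified at 600 nm absorbance.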
# aSyn yeast inh: inhibitors of alpha-synuclein toxicity in yeast; Yeast expressing alpha-synuclein, growth rescue, BacTiter-Glo, 24 h; Potency, µM (doses to about 46.1 µM), for inactives: at the top dose growth rescue (activation), most hits filed as activators; 0.14% of 370,000 active; note: potency is the fitted concentration of half-maximal effect; % of control where 0% means no effect; nearly all actives have a fitted effect of over 65% in size
#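 Readout is rescue of growth in alpha-synuclein-expressing yeast, so inhibitors of toxicity appear as activators. Growth after 24 hr at 30 deg C in galactose medium is quantified by luminescence.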
# pAkt inh: Akt phosphorylation inhibition. Neuro2A IGF-stimulated pAkt S473 HTRF, 20 min; active compounds read low. activity change, % for hits at 50 µM. 0.32% of 360,000 active. AID 651550; in the data active = activity change below about -80%; inconclusive = mostly about -51% to -80%; note: % is set by controls: 0 for no effect and ±100 for the full control effect
#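 Single-point screen (50 µM final compound) in Neuro2A cells stimulated 20 min with 6 nM IGF at 37 deg C. After lysis, Ser473-phosphorylated Akt read by HTRF (ex 330 nm, em 615/665 nm) as the 665/615 ratio.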
# GLP-1R inv ag: acts as inverse agonist at human GLP-1 receptor; Potency, µM (titrated, usually from 38.3 µM), for the others: at the top dose activity change, negative = inhibition, most hits filed as inhibitors; P43220; 1.6% of 410,000 active; HEK293 GLP-1R CRE-luciferase, luminescence, 24 h; GLP-1R form is constitutively active; AID 624417; note: potency is the fitted concentration of half-maximal effect; % is set by controls: 0 for no effect and ±100 for the full control effect; nearly all actives have a fitted effect of over 55% in size
# Target sequence (P43220 whole entry, looked up): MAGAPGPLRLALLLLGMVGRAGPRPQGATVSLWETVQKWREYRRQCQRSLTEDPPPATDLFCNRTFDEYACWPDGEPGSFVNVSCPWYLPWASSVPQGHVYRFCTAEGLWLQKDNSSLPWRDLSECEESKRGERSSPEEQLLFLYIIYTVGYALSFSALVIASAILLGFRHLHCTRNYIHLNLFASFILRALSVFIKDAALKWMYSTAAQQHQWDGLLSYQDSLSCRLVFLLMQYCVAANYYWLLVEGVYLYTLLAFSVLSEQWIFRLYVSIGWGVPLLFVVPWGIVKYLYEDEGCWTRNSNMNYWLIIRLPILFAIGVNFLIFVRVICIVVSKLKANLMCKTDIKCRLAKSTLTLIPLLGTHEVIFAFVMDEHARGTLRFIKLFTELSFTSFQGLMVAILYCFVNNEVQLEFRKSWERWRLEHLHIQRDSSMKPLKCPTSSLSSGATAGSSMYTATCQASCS
#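 Stable HEK293 clone (constitutively active GLP-1R + cAMP-response luciferase); 200 cells/uL plated, 12 h pre-culture, compound 24 hr, 37 deg C/5% CO2; detection reagent 12 min RT; luminescence.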
# GLP1R ag: activates the human GLP-1 receptor; HEK293 GLP-1R CRE-luciferase, luminescence, 4-6 h; cells express a hypersensitive GLP-1R form; AID 624172; Potency, µM (top dose mostly 45.6 µM), without a hit: at the highest dose activation, most hits filed as activators; 0.007% of 380,000 active; note: potency is the fitted concentration of half-maximal effect; % of control where 0% means no effect
# DRD3 antagonist: antagonists of human D3 dopamine receptor | P35462 | D3R cells, DiscoveRx beta-arrestin luminescence, antagonist mode; active compounds read low | max response, negative = inhibition, % | 2.5% of 360,000 active | AID 652054; in the data active = max response below about -50%; inconclusive = no clear call, values can overlap the other calls; note: % is set by controls: 0 for no effect and ±100 for the full control effect; mostly tested at two doses, the higher about 12 µM
#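 Cells plated overnight at 1500 cells/well, then exposed to library compounds with dopamine controls for 90 minutes at 37 degrees C. DiscoveRx reagent added for 30–60 minutes at room temperature; luminescence read, quantitative HTS format.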
# TDP-43 yeast inh: TDP-43 toxicity inhibition in yeast. TDP-43 expressing yeast growth rescue, BacTiter-Glo, 24 h. Potency, µM (highest dose often 46.1 µM), for the others: at the top dose growth rescue (activation), most hits filed as activators. 1.8% of 410,000 active. AID 652104; note: potency is the fitted concentration of half-maximal effect; % of control where 0% means no effect; nearly all actives have a fitted effect of over 50% in size
#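 Yeast cells expressing TDP-43 under galactose induction are exposed to compounds for 24 hr at 30 deg C. BacTiter-Glo luminescence measures growth, so protective compounds score as activators.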
# PTHR1 agonist: PTHR1 (human) receptor agonism | 0.075% of 410,000 active | HEK293 GP2 PTHR1 cells, GloSensor cAMP luminescence, 1 h | AID 743266 | Potency, µM (titrated, usually from 115 µM), for inactives: at the top dose activation, hits mostly activators; note: potency is the fitted concentration of half-maximal effect; nearly all actives have a fitted effect of over 55% in size; some results filed as inactive show a strong effect at the top dose; inactives centre near -15; many of its hits are not listed in these tables
# Target sequence (Q03431 whole entry, looked up): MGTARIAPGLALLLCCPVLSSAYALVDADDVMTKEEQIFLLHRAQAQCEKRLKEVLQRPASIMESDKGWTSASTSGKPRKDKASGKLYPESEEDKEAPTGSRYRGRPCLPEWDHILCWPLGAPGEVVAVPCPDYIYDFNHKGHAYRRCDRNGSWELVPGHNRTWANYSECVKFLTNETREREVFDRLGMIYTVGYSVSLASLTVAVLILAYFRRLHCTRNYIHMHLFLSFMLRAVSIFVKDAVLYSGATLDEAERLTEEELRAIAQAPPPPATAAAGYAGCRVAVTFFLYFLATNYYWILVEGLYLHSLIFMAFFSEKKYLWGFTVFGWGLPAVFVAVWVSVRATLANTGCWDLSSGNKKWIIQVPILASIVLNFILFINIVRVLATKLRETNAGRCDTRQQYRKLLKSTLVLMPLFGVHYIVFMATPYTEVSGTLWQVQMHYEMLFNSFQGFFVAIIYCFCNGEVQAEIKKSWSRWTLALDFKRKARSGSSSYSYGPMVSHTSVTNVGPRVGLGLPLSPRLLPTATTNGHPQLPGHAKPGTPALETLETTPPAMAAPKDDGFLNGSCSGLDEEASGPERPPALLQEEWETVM
#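 HEK-293-derived GP2 cells expressing PTHR1 and a GloSensor cAMP reporter, 3,000/well, plated overnight, given luciferin plus IBMX (each 0.5 mM as added) for 1 h at 37 °C, then compound for 1 h at 37 °C. Luminescence was read after 15 min at room temperature.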
# Active calls of the source: *; i = inactive; ? = inconclusive; . = not tested or not shown; [ ] = another dose, or the depositor's remark. Unless noted, calls come from the whole dose curve; as a rule, active = well fitted curve in the direction sought with a large enough effect; inconclusive = small, poorly fitted or top-dose-only effect, or another doubt; inactive = no such curve, though single readings can be large; an effect the other way counts as inactive or inconclusive. These rows are one share of the data; the hit share may differ from the screen's.
SMILES,Abeta rescue,FUS suppressor,aSyn yeast inh,pAkt inh,GLP-1R inv ag,GLP1R ag,DRD3 antagonist,TDP-43 yeast inh,PTHR1 agonist
Cc1ccc(C)c(OCCC(=O)OCC(=O)Nc2ccc(C)c(S(=O)(=O)N3CCCCC3)c2)c1,9.6%,22.9%,-3.0%,i,?,0.0%,21.8,-14.2%,i
CCc1ccc(C(=O)NNC(=O)C2CSC3(C)CCC(=O)N23)cc1 (stereo not given),6.9%,4.9%,-0.4%,i,-2.3%,-1.3%,9.4,8.7%,-8.5%
COc1cc(OC)cc(C(=O)OC/C(O)=C(\C#N)c2nc3ccccc3[nH]2)c1,-2.9%,-9.5%,0.3%,i,?,-3.6%,0.2,6.1%,-7.4%
CNC(=O)c1ccccc1S(=O)(=O)c1ccccc1C#N,1.3%[9.22 µM],-41.6%,-3.2%,i,15.8%,8.9%,48.3,-1.4%,-4.6%
Cc1ccc(C(=O)OCC(=O)N(C)c2ccccc2)cc1C,-17.1%,9.8%,2.7%,i,?,11.1%,11.4,-33.7%[inhibitor],-7.2%
CCOc1ccc(S(=O)(=O)NCc2ccccn2)cc1NC(=O)c1ccccc1,9.2%,-5.4%,-0.4%,i,?,25.6%,-2.0,-0.8%,-16.0%
Cc1ccc(CNC(=O)CN2C(=O)NC3(CC(C)CC(C)(C)C3)C2=O)cc1 (stereo not given),7.3%,41.2%,-0.6%[1.84 µM],i,-3.6%,-0.4%,-6.5,8.5%,i
CC1=C(c2ccc(F)cc2)S(=O)(=O)N=C1N1CCC(C(=O)NCCc2ccccc2C)CC1,4.3%,-12.3%,.,.,7.6%,.,.,-1.2%,-35.4%[inhibitor]
Cc1ccc(-n2ncc3c(Nc4ccc5c(c4)OCCO5)ncnc32)cc1Cl,-13.2%,-1.4%,.,.,-0.8%,.,.,9.1%,-43.4%[inhibitor]
COc1cc(NC(C)=O)c2ncccc2c1[N+](=O)[O-],-1.9%,20.9%,-1.5%,i,21.4%,1.3%,11.1,-13.5%,-25.1%
CCN=C1S/C(=C\c2cn(C(C)=O)nc2-c2ccccc2)C(=O)N1CC,3.7%,4.9%,-16.3%,i,7.0%,22.6%,58.5,-6.7%,-19.8%
CCN1C(c2ccc(F)cc2)=CS/C1=C(/C#N)c1nnc2n1-c1ccccc1SC2,-7.6%,-21.5%,-0.9%,i,?,3.1%,22.4,22.6%,-4.0%
O=C(NC(=S)NNC(=O)c1cnccn1)c1ccc(Cl)cc1,-74.1%[inhibitor],-34.1%,5.01µM*,i,10.8%,0.3%,7.4,3.16µM*,i
Cc1cccc(OC(=O)CCN2C(=O)C3C4C=CC(C5CC45)C3C2=O)c1C (stereo not given),-1.3%,0.1%,15.4%,i,-11.7%,-7.4%,6.7,11.3%,-5.7%
CCOC(=O)N1CCN(c2ncnc3c2oc2nc(C(C)C)c4c(c23)CCC4)CC1,5.5%,19.0%,-3.6%,i,50.2%[activator],-5.5%,18.1,11.5%,?
C=CC(=O)NCCCc1cc(C(C)(C)C)c(O)c(C(C)(C)C)c1,-4.7%,16.2%,?,i,?,0.6%,0.6,20.7%,-17.3%
Cc1ccc(OC(=O)c2ccccc2C(=O)OCC(F)(F)C(F)F)cc1,15.5%,-2.6%,-10.5%,.,?,5.6%,9.9,6.4%,-5.2%[57.5 µM]
CCOC(=O)Cn1c(=N)n(CCOc2cccc(C)c2)c2ccccc21,4.9%,15.1%,12.6%,i,-9.4%,1.2%,2.7,-0.4%,i
Nc1nc(SCn2nnc3ccccc3c2=O)n[nH]1,-1.3%,-35.5%,0.9%,i,46.1%[activator],3.5%,5.1,-5.7%,i
CCOC(=O)/C(=N\Nc1ccc(Br)cc1)N1CC(C)OC(C)C1 (stereo not given),.,.,.,i,?,0.0%,13.4,.,i
O=C(Nc1nc(-c2ccc3c(c2)OCO3)cs1)C1CC1,25.8%,6.2%,-9.8%,i,?,5.0%,-3.9,?,-48.9%[inhibitor]
COc1cccc(NC(=O)COC(=O)Cc2ccccc2[N+](=O)[O-])c1,12.0%,12.4%,4.6%,i,11.0%,2.1%,-16.3,4.9%,-4.0%
Cc1ccc(-n2nc(C)c(C(=O)O)n2)c(C)c1,-3.2%,12.6%,0.0%,i,2.5%,-1.4%,-23.0,3.9%,-11.0%
Cc1nc(N)sc1C(=O)N1N=N1,-10.0%,8.5%,-0.2%,i,5.8%,7.3%,-16.6,-7.1%,-15.0%
O=C(CCc1nnc(CCC2CCCCC2)o1)NCCc1cccnc1,-10.9%,-16.3%,1.0%,i,-7.4%,9.2%,16.6,11.7%,i
COc1ccc(Cl)cc1NC(=O)c1nnn(CC(=O)Nc2ccc3c(c2)OCO3)c1N,-2.9%,15.5%,-5.3%,.,2.5%,-3.8%,-3.4,-10.3%,i
CCOC(=O)[C@]12CCCC=C1N(Cc1ccc(Cl)cc1Cl)C(=O)[C@H](CC(=O)N1CCN(C(=O)c3ccco3)CC1)C2,12.2%,17.8µM*,28.5%,i,?,-0.2%,8.2,15.8µM*,i
COCc1nc2ccccc2n1Cc1ccc(C(C)(C)C)cc1,23.3%,11.7%,.,.,?,.,.,0.0%[9.22 µM],-11.7%
Cc1ccc(NS(=O)(=O)c2ccc(OCC(=O)NCc3ccncc3)cc2)cc1,7.9%,-3.4%,-12.2%,i,-5.1%,-0.1%,13.6,-8.5%,i
C1CCN(CCCNC2C3CC4CC(C3)CC2C4)C1 (stereo not given),-21.2%,.,-2.7%,i,?,-2.9%,-53.0*,10.1%,i
Cc1cccc(C(=O)NC2(C(F)(F)F)N=C(c3ccccc3)N(C3CCCCC3)C2=O)c1 (stereo not given),-3.7%,-9.4%,.,.,4.4%,0.9%,.,1.5%,-3.9%
CN1/C(=C\C(=O)Nc2ccc(Cl)cc2)C(C)(C)c2ccccc21,-34.5%[inhibitor],21.3%,3.9%,i,10µM*,17.1%,12.5,-5.1%[9.22 µM],-28.0%
CC1Sc2ccc(S(=O)(=O)CCC(=O)N3CCCC3)cc2NC1=O (stereo not given),4.3%,4.5%,5.0%,i,20.1%,-4.7%,-3.9,-5.4%,i
O=C1CN(C(=O)NCC(=O)N[C@H](C(=O)O)c2ccccc2)c2ccccc2N1,-0.6%,-11.0%,-7.7%,i,7.9%,-6.5%,25.6,4.9%,i
COc1ccccc1Nc1nc(N)nc(CSC(=S)N2CCOCC2)n1,5.6%,16.4%,2.2%,i,24.3%,20.6%,7.1,2.3%,i
C[C@H](CO)N1C[C@H](C)[C@@H](CN(C)S(=O)(=O)c2cccs2)Oc2ccc(NC(=O)Cc3ccccc3)cc2C1=O,-8.8%,?,12.2%,i,30.9%[activator],10.2%,5.9,-0.1%,-5.9%
Cc1ccc(NC(=O)c2cccnc2)cc1C,-8.3%,17.0%,-2.4%,i,10.8%,-5.9%,-0.8,-2.8%,-20.9%
COc1ccc(N2CCN(S(=O)(=O)c3cc4c(cc3C)NC(=O)CO4)CC2)cc1,-3.8%,-15.9%,-0.7%,i,5.8%,-3.8%,6.9,15.2%,i
COc1ccc(S(=O)(=O)N2CCOC2CNC(=O)C(=O)NCc2ccco2)cc1C (stereo not given),-6.5%,26.3%,-10.0%,i,-16.4%,18.9%,-5.1,-19.2%,i
CCn1c2ccccc2c2cc(NC(=O)COC(=O)c3ccccc3O)ccc21,-4.5%,4.0%,0.7%,i,12.0%,6.8%,1.6,-1.2%,i
CCC1OC23CCCCC2C(C#N)(C(=N)O3)C1(C#N)C#N (stereo not given),10.1%,-17.5%,0.7%,i,4.2%,1.7%,-28.8,-11.5%,i
CCOC(=O)N1CCC(N2CCN(c3cc(C)ccc3C)CC2)CC1,-4.9%,26.0%,-4.7%,i,-18.4%,-16.8%,?,-3.9%,-16.5%[57.5 µM]

# Entries shown so far containing an aryl methoxy group (7):
SMILES,Abeta rescue,FUS suppressor,aSyn yeast inh,pAkt inh,GLP-1R inv ag,GLP1R ag,DRD3 antagonist,TDP-43 yeast inh,PTHR1 agonist
COc1cc(OC)cc(C(=O)OC/C(O)=C(\C#N)c2nc3ccccc3[nH]2)c1,-2.9%,-9.5%,0.3%,i,?,-3.6%,0.2,6.1%,-7.4%
COc1cc(NC(C)=O)c2ncccc2c1[N+](=O)[O-],-1.9%,20.9%,-1.5%,i,21.4%,1.3%,11.1,-13.5%,-25.1%
COc1cccc(NC(=O)COC(=O)Cc2ccccc2[N+](=O)[O-])c1,12.0%,12.4%,4.6%,i,11.0%,2.1%,-16.3,4.9%,-4.0%
COc1ccc(Cl)cc1NC(=O)c1nnn(CC(=O)Nc2ccc3c(c2)OCO3)c1N,-2.9%,15.5%,-5.3%,.,2.5%,-3.8%,-3.4,-10.3%,i
COc1ccccc1Nc1nc(N)nc(CSC(=S)N2CCOCC2)n1,5.6%,16.4%,2.2%,i,24.3%,20.6%,7.1,2.3%,i
COc1ccc(N2CCN(S(=O)(=O)c3cc4c(cc3C)NC(=O)CO4)CC2)cc1,-3.8%,-15.9%,-0.7%,i,5.8%,-3.8%,6.9,15.2%,i
COc1ccc(S(=O)(=O)N2CCOC2CNC(=O)C(=O)NCc2ccco2)cc1C (stereo not given),-6.5%,26.3%,-10.0%,i,-16.4%,18.9%,-5.1,-19.2%,i

# A different layout for 2 compounds above:
COc1ccc(N2CCN(S(=O)(=O)c3cc4c(cc3C)NC(=O)CO4)CC2)cc1
  Abeta rescue: -3.8% | FUS suppressor: -15.9% | aSyn yeast inh: -0.7% | pAkt inh: i | GLP-1R inv ag: 5.8% | GLP1R ag: -3.8% | DRD3 antagonist: 6.9 | TDP-43 yeast inh: 15.2% | PTHR1 agonist: i
COc1ccc(S(=O)(=O)N2CCOC2CNC(=O)C(=O)NCc2ccco2)cc1C (stereo not given)
  Abeta rescue: -6.5% | FUS suppressor: 26.3% | aSyn yeast inh: -10.0% | pAkt inh: i | GLP-1R inv ag: -16.4% | GLP1R ag: 18.9% | DRD3 antagonist: -5.1 | TDP-43 yeast inh: -19.2% | PTHR1 agonist: i
